# CASP6 VEID inh – blocks human caspase-6 cleavage activity. P55212. purified caspase-6, Z-VEID-R110 cleavage fluorescence. inhibition, % at 12.5 µM. 350,000 compounds, 0.53% hits. AID 686996;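 active = mean inhibition across replicates at least about 35%, with every replicate also reaching that limit, limit read from the data; inconclusive = only one of the two criteria met; inactive = neither criterion met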;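 also: 0% = median of neutral control wells and 100% = no fluorescence left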
# Target sequence (P55212 24-179 limits assumed): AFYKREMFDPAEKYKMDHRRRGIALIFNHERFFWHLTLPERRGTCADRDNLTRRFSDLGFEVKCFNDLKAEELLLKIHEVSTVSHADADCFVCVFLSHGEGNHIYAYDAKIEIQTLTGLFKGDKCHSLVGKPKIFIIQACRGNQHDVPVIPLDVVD
# Target sequence (P55212 194-293 limits assumed): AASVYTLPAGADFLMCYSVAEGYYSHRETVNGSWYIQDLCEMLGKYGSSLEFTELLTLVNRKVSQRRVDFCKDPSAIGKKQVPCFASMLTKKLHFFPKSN
# SIRT5 block – blocks human SIRT5 desuccinylation of peptide; Q9NXA8; Purified SirT5, succinyl-peptide AMC, trypsin-coupled fluorescence; inhibition, % at 15 µM; 330,000 compounds, 1.1% hits; AID 652115; in the data active = inhibition above about 15%; inconclusive = no clear call, values can overlap the other calls
# Target sequence (Q9NXA8 whole entry, looked up): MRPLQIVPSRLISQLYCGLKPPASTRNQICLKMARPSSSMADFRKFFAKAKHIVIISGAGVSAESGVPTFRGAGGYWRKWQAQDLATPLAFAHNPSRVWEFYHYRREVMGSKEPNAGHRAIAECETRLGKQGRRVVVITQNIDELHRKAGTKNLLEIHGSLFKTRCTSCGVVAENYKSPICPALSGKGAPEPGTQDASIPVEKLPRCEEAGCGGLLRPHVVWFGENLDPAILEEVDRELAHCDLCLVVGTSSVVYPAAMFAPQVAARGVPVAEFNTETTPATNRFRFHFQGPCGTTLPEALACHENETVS
# ARNT-TACC3 inh – disrupts binding between human ARNT and TACC3; 390,000 compounds, 0.66% hits; inhibition, % at 9.99 µM; Q9Y6A5; AlphaScreen His-ARNT PAS-B/GST-TACC3 binding, luminescence; TACC3 fragment carries E629A point mutation;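 active = mean inhibition of replicates at least 50% and at least half of replicates each reaching 50%; inconclusive = half or more replicates reach 50% but mean below 50%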;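 also: 0% = complete ARNT plus TACC3 wells and 100% = ARNT alone without TACC3; many hits fall short of the cut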
# DENV2 CPE rescue – inhibitors of DENV2 cytopathic effect. DENV2-infected cells, cytopathic effect rescue, plate reader. CPE inhibition, % at 9.99 µM. 350,000 compounds, 1.7% hits; in the data active = CPE inhibition above about 20%, passing the limit was not always enough; inconclusive = no clear call, values can overlap the other calls; tested in BHK-21 cells;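 also: 0% = median of neutral control wells and 100% = median of positive control wells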
# EWS-Fli inh – blocks EWS/Fli oncoprotein-driven transcription; A673 NR0B1-luciferase reporter, viability-normalised; inhibition, % at 12.6 µM; 350,000 compounds, 0.67% hits; AID 651661;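 active = mean inhibition of at least 50% after viability correction, with every replicate also passing that limit; inconclusive = mean reaches 50% but only one of two replicates passes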;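 also: firefly luciferase signal divided by Alamar Blue viability fluorescence both relative to DMSO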
# PAX8 inh HTS – PAX8 transcriptional activity inhibition. inhibition, % at 12.6 µM. RMG-I TPO-luciferase reporter, SteadyGlo, 24 h. 360,000 compounds, 1.2% hits. AID 652154;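 active = mean replicate inhibition at least 60% with every replicate also reaching 60%; inconclusive = only one of the two criteria is met; inactive = mean below 60% and not all replicates reaching 60%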;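 also: luciferase light reporting Pax8 driven TPO promoter activity; plate controls were median of neutral control wells for no effect and mitoxantrone controls for full effect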
# LGR2 inh – inhibitors of bursicon-induced Drosophila LGR2 receptor cAMP signaling; HEK293 LGR2, CRE-luciferase, bursicon-stimulated, 4 h; inhibition, % at 9.99 µM; 380,000 compounds, 0.35% hits; AID 720647;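 active = drop in luminescence signal, shown as inhibition above about 50% in the replicate tests, limit read from the data, passing the limit was not always enough; inconclusive = probably only some replicates passing the limit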;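 also: agonist challenge used bursicon conditioned medium at about half maximal strength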
# The depositor's hits bear a star; ? = inconclusive; · = no result given.
SMILES,CASP6 VEID inh,SIRT5 block,ARNT-TACC3 inh,DENV2 CPE rescue,EWS-Fli inh,PAX8 inh HTS,LGR2 inh
O=C(CSc1nnc2ccc(-c3ccccn3)nn12)Nc1cccc(F)c1,3,·,·,?,-17,3,-6
O=c1[nH]ncc(N/N=C\c2ccncc2)c1Cl,0,2,5,14,-4,4,14
CCOC(=O)C1(C)CCCCN1C(=O)c1ccc(N(C)C)cc1 (configuration not stated),1,-1,·,15,0,13,3
CC1=C(C)CC(C(=O)Nc2nccs2)C(C(=O)O)C1 (configuration not stated),0,2,-25,0,9,13,3
C[C@H]1CN([C@@H](C)CO)C(=O)CCCn2cc(nn2)CO[C@@H]1CN(C)Cc1cccc(C(F)(F)F)c1,-1,-20,-2,1,0,·,4
Cc1nc(NC(=O)C2CC2)sc1C(=O)Nc1ccc(Br)cc1,1,-4,-16,-4,-14,10,-13
CC(=O)C1=C(C)Nc2ncnn2C1c1ccc(O)cc1 (configuration not stated),0,-6,12,12,6,-6,-7
CN1CCc2c(sc(NC(=O)Cc3ccccc3)c2C(N)=O)C1,0,-3,-3,2,6,7,1
CN1CCN(c2cc(-c3ccc4ccccc4c3)nc3ccnn23)CC1,-7,·,·,1,-16,-11,7
CN1[C@@H]2c3ccc(-c4ccccc4F)c(=O)n3C[C@@H]2[C@@H](CO)[C@@H]1C(=O)NCc1ccncc1,1,4,-3,-2,-6,-3,-4
COc1cc(-c2noc(C)c2C(=O)NCCCN2CCCC2=O)cc(OC)c1OC,1,·,30,-7,-7,5,9
O=C(NCc1ccccn1)c1ccc(NS(=O)(=O)c2ccccc2)cc1,-2,-4,3,-1,·,-14,0

# Record cards (already shown). Order of values: CASP6 VEID inh, SIRT5 block, ARNT-TACC3 inh, DENV2 CPE rescue, EWS-Fli inh, PAX8 inh HTS, LGR2 inh
# Results for `O=C(CSc1nnc2ccc(-c3ccccn3)nn12)Nc1cccc(F)c1` → 3, ·, ·, ?, -17, 3, -6
# Results for `CCOC(=O)C1(C)CCCCN1C(=O)c1ccc(N(C)C)cc1` (configuration not stated) → 1, -1, ·, 15, 0, 13, 3
# Results for `CC1=C(C)CC(C(=O)Nc2nccs2)C(C(=O)O)C1` (configuration not stated) → 0, 2, -25, 0, 9, 13, 3
# Results for `O=C(NCc1ccccn1)c1ccc(NS(=O)(=O)c2ccccc2)cc1` → -2, -4, 3, -1, ·, -14, 0

# Later entries.
SMILES,CASP6 VEID inh,SIRT5 block,ARNT-TACC3 inh,DENV2 CPE rescue,EWS-Fli inh,PAX8 inh HTS,LGR2 inh
COc1ccc(NC(=O)c2cc3c(=O)n(C)c4ccccc4c3n2C)cc1Cl,0,-7,1,18,8,17,9
CCOC(=O)N1CCN(C(=O)C[C@@H]2C[C@@]3(C(=O)OC)CCCCC=C3N(CCC3=CCCCC3)C2=O)CC1,1,-1,·,-8,-5,-16,18
CC(C)C(OC(=O)c1cccc(S(=O)(=O)NCC(F)(F)F)c1)C(=O)NC(N)=O (configuration not stated),12,0,-11,-4,5,-13,-3
Cc1ccc2c(c1)S/C(=C\c1cccc[n+]1C)N2CCO,-2,5,0,4,3,22,0
OC[C@@H]1CN(CCN2CCOCC2)C[C@H](n2cnc3c(N4CCCC4)ncnc32)O1,0,·,·,1,-9,3,-14
Nc1nnnn1CC(=O)N/N=C/c1cc([N+](=O)[O-])ccc1Cl,0,-2,-3,4,-2,7,·
CC(=O)Nc1ccc(Nc2nc3c(S(=O)(=O)c4ccc(C)c(C)c4)nnn3c3ccccc23)cc1,-1,-1,-3,1,10,7,-13
CCOc1ccc2ccccc2c1C(=O)NCC(c1ccc(N(C)C)cc1)N(C)C (configuration not stated),-5,3,7,-2,1,1,-23
CCO[C@@H]1OC(C(=O)N2CCOCC2)=C[C@H](C2CCCCC2)[C@H]1CCCO,-3,-6,3,8,-5,3,-14
COc1ccc(S(=O)(=O)NCCc2c[nH]c3ccc(C)cc23)cc1,-2,-1,4,-2,-1,19,11
COc1ccc(NC(=O)c2cc(C3CCCCN3S(=O)(=O)c3c(C)noc3C)on2)c(C)c1 (configuration not stated),0,-2,·,11,9,-10,30
CCN(CC)S(=O)(=O)c1cccc(C(=O)Nc2ccc3c(c2)OCO3)c1,-5,0,2,2,-64,-52,-44
Cc1nc(C)c(-c2ccc(SCC(=O)Nc3ccc(F)cc3F)nn2)s1,-3,1,-2,1,·,5,-12
CNC(=O)C[C@@H]1CC[C@H]2[C@@H](COC[C@@H](O)CN2S(=O)(=O)c2cccc(Cl)c2)O1,-42,4,0,1,6,-1,11
CC(C)C1CC2=C(C(=O)OC(C)(C)O2)C(c2ccc(F)cc2)O1 (configuration not stated),2,-2,·,-2,6,4,-4
CC(C)NC(=O)Nc1ccc2c(c1)C(=O)N([C@H](C)CO)C[C@H](C)[C@H](CN(C)C(=O)NC(C)C)O2,2,0,-11,·,3,-6,8
C=C(C)CNC(=S)N/N=C/c1ccc(NC(C)=O)cc1,-9,4,-5,11,-8,-4,-41
COCCNC(=O)c1onc(CSc2cccc(OC)c2)c1C(=O)O,4,7,-6,-12,-2,5,-4
C[C@@H]1CCCCO[C@@H](CN(C)S(=O)(=O)c2cccs2)[C@H](C)CN([C@@H](C)CO)C(=O)c2cc(N(C)C)ccc2O1,1,1,20,16,-2,23,-21
NS(=O)(=O)c1cccc(NC(=O)c2ccc3nc[nH]c3c2)c1,54*,3,25,2,10,-19,-9
O=C(Nc1nnc(-c2ccccc2)o1)C1CCCN1S(=O)(=O)c1cccs1 (configuration not stated),-4,-2,45*,0,-6,·,-5
O=C(CCN1CCCCC1)N[C@@H]1CC[C@@H](CCNS(=O)(=O)c2ccc(Cl)cc2)O[C@@H]1CO,0,0,2,-2,3,1,6
COc1cccc(C(=O)NCC(=O)OCC(=O)Nc2cc(OC)c([N+](=O)[O-])cc2C)c1,·,·,25,·,·,-13,-2
C=CCn1c(=O)/c(=C/c2ccc(Cl)cc2)s/c1=C(\C#N)c1nnc2n1CCCCC2,3,0,·,20,-3,13,46
CCCNC(=O)C[C@H]1CC[C@@H]2[C@H](COC[C@@H](O)CN2C(=O)Nc2ccc(Cl)c(Cl)c2)O1,1,2,0,-5,-11,-1,13
COC(=O)C[C@H]1C=C[C@@H](NS(=O)(=O)c2ccccc2)[C@@H](CO)O1,-1,·,·,-13,-12,12,-8
O=c1cc(-c2ccco2)nc(SCc2cccc(Cl)c2)[nH]1,1,-2,-20,-2,6,0,-2
O=C(NCCc1ccccc1)c1ccc(-c2ccc(F)cc2)o1,-2,-8,7,2,-10,2,-60
CCN(CC(=O)Nc1c(F)cccc1F)C(=O)CN1C(=O)NC2(CCCC2)C1=O,1,1,0,16,3,0,-8
CO[C@H]1CN(C)C(=O)c2ccc(NC(=O)c3ccccc3F)cc2OC[C@H](C)N(CC2CCOCC2)C[C@H]1C,1,-1,0,-5,-2,-12,-7
C[C@H](NC(=O)c1ccccc1Cl)C(=O)NCCc1ccc(S(N)(=O)=O)cc1,2,-6,2,5,1,-7,12
COC(=O)c1sc2nc(CN3CCN(c4ccc(OC)cc4)CC3)[nH]c(=O)c2c1C,-1,4,3,-2,3,19,-1
CCCCCC(N)=O,-4,·,·,-2,-6,·,-1
O=c1cc(CSc2ccc(Cl)cc2)nc(-c2ccccc2)[nH]1,2,0,1,-2,14,9,-2
CC(CCc1ccccc1)NC(=O)CNC(=O)COc1ccccc1 (configuration not stated),2,-1,-7,1,-1,5,7
CCn1c(=S)sc2c(=O)n(CC(=O)Nc3cccc(Br)c3)c(C)nc21,2,-8,-3,-4,·,7,-8
C[C@H](CO)N1C[C@H](C)[C@H](CN(C)S(=O)(=O)c2cccs2)OCCCC[C@H](C)Oc2ccc(NC(=O)c3ccncc3)cc2C1=O,-1,2,-6,-4,-1,-6,15
O=C(CC1C(=O)NCCN1Cc1c(F)cccc1Cl)NC1CCCC1 (configuration not stated),-3,3,1,0,-7,5,12
CC(=O)Nc1ccc(NC(=O)COC(=O)/C(=C/c2ccccc2)n2nnnc2C)cc1,8,9,-3,?,13,-4,-11
O=C(NCc1ccccc1)C1=C[C@H](C2CCCCC2)C[C@H](OCc2ccc(CO)cc2)O1,-1,5,-2,-4,45,-2,8
O=C(NCCNC(=O)c1ccc(Cl)cc1Cl)c1cnccn1,0,-2,-6,-1,-1,-5,11
O=C1OC[C@@H]2CCCN2C(=O)[C@@H](CC(=O)N(CCO)Cc2ccccc2)C/C=C\CC[C@H]1Cc1ccc(F)cc1,1,-6,·,?,0,19,16
O=C(c1cccc(S(=O)(=O)N2CCc3ccccc32)c1)N1CCN(c2ccccc2)CC1,3,12,·,1,-36,13,5
CCN1CCN(CCCNC(=O)CNC(=O)c2nn(-c3ccc(OC)cc3OC)c(=O)c3ccccc23)CC1,-15,-4,-8,-3,6,7,-26
CCCCn1c(=O)nc2n(-c3ccc(C)cc3)c3ccccc3cc-2c1=O,2,-1,3,-6,2,54,5
O=c1[nH]c2ccccc2nc1/C=C/c1ccc(O)cc1,1,3,-8,6,-45,-52,-92
CC=Cc1ccc2n(c1=O)C[C@@H]1[C@@H](CO)[C@H](C(=O)N3CCOCC3)[C@H]2N1CC1CCCC1 (mixture of isomers),0,-3,-4,36*,2,·,17
C[C@H](CO)N1C[C@H](C)[C@@H](CN(C)CC2CC2)Oc2cc(-c3ccccc3)ccc2S1(=O)=O,0,5,14,-2,-16,·,-8
CCOC(=O)c1sc(N2C(=O)C(O)=C(C(=O)c3ccco3)C2c2ccc([N+](=O)[O-])cc2)nc1C (configuration not stated),11,8,12,-3,5,4,0
Cc1c(C(=O)NCCSc2ccc(Cl)cc2)cccc1[N+](=O)[O-],·,·,-11,·,·,-12,11
C[C@@H]1CN([C@@H](C)CO)C(=O)Cc2cc(NS(=O)(=O)c3cccs3)ccc2O[C@@H]1CN(C)C(=O)Nc1cccc2ccccc12,·,·,6,-3,10,24,-1
C[C@@H]1CCCCO[C@H](CN(C)C(=O)C2CCCCC2)[C@H](C)CN([C@@H](C)CO)C(=O)c2cc(NC(=O)Nc3ccc(C(F)(F)F)cc3)ccc2O1,2,-7,-2,2,-9,·,4
O=C(COc1ccc(F)cc1)N1CCCCCCC1,1,1,-15,10,-7,7,13
COc1ccc(C)cc1NC(=O)c1ccccc1NS(=O)(=O)c1cccc2cccnc12,·,·,3,·,·,-2,21
Cc1nn2cnnc2c(C)c1Cc1c(F)cccc1Cl,0,-3,-6,6,-7,17,5
O=c1[nH]ncc(N2CCCCCC2)c1Cl,-3,0,3,3,8,5,-4
COCC(=O)Nc1ccc2c(c1)OC[C@H](C)N(Cc1ccccc1F)C[C@H](C)[C@@H](OC)CN(C)C2=O,-2,3,8,5,3,·,-5
Cc1c(Cl)cccc1NC(=O)NCc1ccc(F)cc1,5,-2,·,0,-17,-5,1
COc1cccc(CC2(CO)CCCN(Cc3cn[nH]c3-c3ccc(F)cc3)C2)c1 (configuration not stated),-1,2,·,4,-2,13,11
O=C(C[C@@H]1CC[C@@H]2[C@H](COC[C@H](O)CN2CC2CCCCC2)O1)NCC1CC1,3,1,-11,10,4,14,-12

# New compounds follow.
SMILES,CASP6 VEID inh,SIRT5 block,ARNT-TACC3 inh,DENV2 CPE rescue,EWS-Fli inh,PAX8 inh HTS,LGR2 inh
O=C(C1CCCC1)N1CCN(S(=O)(=O)c2ccc(Cl)cc2)CC1,0,-2,·,10,-3,0,-5
Cc1cc(C)c(C#N)c(SCC(=O)c2ccccc2)n1,-1,-4,0,-1,-1,3,4
Cc1nn(-c2ccc(F)cc2)c(-n2cccc2)c1C(=O)N1CCN(C(=O)c2ccco2)CC1,1,0,-2,?,4,8,6
CC(=O)c1ccc(NC(=O)Cn2cnc(S(=O)(=O)N3CCCCC3)c2)cc1,0,1,·,2,·,5,8
COc1ccc(N2CCN(C(CNC(=O)C(=O)NCc3cccnc3)c3ccco3)CC2)cc1 (configuration not stated),-1,-4,-2,0,10,7,11
C/C(=N/NC(=O)c1ccc(C)s1)c1cccnc1,-3,0,2,4,·,-52,-13
COc1cc(OC)c(OC)cc1/C=N/NC(=O)c1ccc2nc[nH]c2c1,-3,-3,4,-2,8,3,6

# Screening data (PubChem)

# An unsorted share of the library. About 4.9% of those tested had a hit in this group.
